Furin inh = blocks human furin protease activity | P09958 | purified furin, fluorogenic substrate cleavage | inhibition, % at 30 µM | hit rate 0.061% among 220,000 | AID 463115; in the data active = inhibition above about 25%; also: inactives centre near -15
FXIIa inh 1536 = inhibitors of human coagulation factor XIIa. hit rate 0.3% among 220,000. purified FXIIa, Boc-QGR-AMC fluorogenic substrate, 2 h. inhibition, % at 5 µM; in the data active = inhibition above about 40%;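 also: 0% = enzyme with no compound and 100% = blank without enzyme; many of its hits are not listed in these tables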
Target sequence (P00748 20-372 limits assumed): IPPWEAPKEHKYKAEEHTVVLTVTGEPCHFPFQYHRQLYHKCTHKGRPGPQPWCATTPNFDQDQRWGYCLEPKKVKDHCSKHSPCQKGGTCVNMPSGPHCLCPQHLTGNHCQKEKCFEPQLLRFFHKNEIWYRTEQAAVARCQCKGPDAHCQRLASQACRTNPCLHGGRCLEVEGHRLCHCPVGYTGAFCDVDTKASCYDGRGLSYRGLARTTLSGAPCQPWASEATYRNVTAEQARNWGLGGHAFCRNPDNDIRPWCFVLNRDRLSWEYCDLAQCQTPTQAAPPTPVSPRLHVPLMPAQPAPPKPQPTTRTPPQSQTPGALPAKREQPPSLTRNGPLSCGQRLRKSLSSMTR
Target sequence (P00748 373-615 limits assumed): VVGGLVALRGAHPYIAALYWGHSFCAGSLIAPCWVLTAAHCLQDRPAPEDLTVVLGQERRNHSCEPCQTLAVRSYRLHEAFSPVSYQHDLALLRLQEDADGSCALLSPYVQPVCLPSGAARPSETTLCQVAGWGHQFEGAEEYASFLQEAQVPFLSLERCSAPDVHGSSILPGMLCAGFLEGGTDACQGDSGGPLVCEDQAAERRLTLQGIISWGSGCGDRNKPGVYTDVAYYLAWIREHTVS
PERK inhibitor = blocks human PERK kinase. Q9NZJ5. CHO PERK-DD fusion, SEAP luminescence translation reporter. inhibition, % at 5.6 µM. hit rate 0.17% among 220,000. AID 1416;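 active = inhibition above the mean inhibition of all tested compounds plus 3 SD, set separately per screening campaign, cut at about 2.9% in these data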;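 also: PERK kinase domain activated by AP20187 dimerizer at 100 nM; 0% = DMSO with dimerizer and 100% = rapamycin at 8.4 µM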
KCC2 mod = KCC2 (human) Cl- transport modulation; Q9H2X9; KCC2 cells, thallium flux FluoZin-2 fluorescence; B-score of Tl+ flux slope (higher = more flux/activation; lower = inhibition) at 10 µM; hit rate 2.2% among 190,000; AID 1456;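 active = thallium flux slope and its plate-corrected score both differing from the plate sample mean at a set confidence after two filtering rounds, in either direction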;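 also: slope of fluorescence scaled to starting intensity during 10 to 20 s after thallium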
FXIa inh = inhibitors of human coagulation factor XIa. P03951. purified FXIa, Boc-Glu-Ala-Arg-AMC fluorogenic substrate. inhibition, % at 5 µM. hit rate 0.14% among 220,000;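 active = inhibition of at least 40%; inactive = inhibition below 40%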;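 also: fluorescence of freed AMC excited at 355 nm; 0% = enzyme without compound and 100% = no enzyme blank; many of its hits are not listed in these tables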
Calpain2 inh = inhibitors of pig calpain II; hit rate 0.37% among 220,000; AID 1236; purified calpain II, fluorogenic peptide substrate, 30 min; inhibition, % at 16 µM;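 active = inhibition above about 50%, limit read from the data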
Thrombin inh = blocks human thrombin protease activity; alpha-thrombin, Boc-VPR-AMC fluorogenic substrate cleavage; inhibition, % at 5 µM; hit rate 0.26% among 220,000; AID 1046;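 active = inhibition at or above 40%; inactive = inhibition below 40%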;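 also: 0% = enzyme with no compound and 100% = wells without enzyme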
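Test system: human alpha-thrombin protein / Dosing: one concentration per compound, 5 µM, with 0.2% DMSO / Medium: pH 7.5 Tris-saline with Tween 20 / Benchmarks: no-compound enzyme wells and no-enzyme blanks / Read-out basis: percent inhibition of thrombin substrate cleavage / Timing: reaction at room temperature / Measured by: fluorescence, ex 355 nm, em 460 nm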
Rad51 HR inh = blocks human Rad51 in homologous recombination. hit rate 0.085% among 200,000. inhibition, % at 10 µM. Q06609. hRad51 DNA strand exchange, fluorescence dequenching;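 active = inhibition above 40% at the single screening dose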;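 also: 0% = DMSO control wells and 100% = blanks with heterologous ssDNA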
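Material: hRad51 filaments on single-stranded DNA; Reagent: Donor/quencher-labelled 47-bp dsDNA substrate; Compound: 10 µM final, single point; Schedule: 37 °C 15-min filament assembly, 30-min compound preincubation, 15-min exchange; Technique: FRET fluorescence, excitation 485 nm, emission 520 nm; Benchmarks: control wells and blank wells on each plate.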
hK5 inh = blocks human kallikrein 5 protease activity; Q9Y337; recombinant hK5, fluorogenic AMC substrate cleavage; inhibition, % at 5 µM; hit rate 0.59% among 210,000;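 active = inhibition of 40% or more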;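 also: 0% = enzyme controls without compound and 100% = no-enzyme blanks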
Target sequence (Q9Y337 67-293 limits assumed): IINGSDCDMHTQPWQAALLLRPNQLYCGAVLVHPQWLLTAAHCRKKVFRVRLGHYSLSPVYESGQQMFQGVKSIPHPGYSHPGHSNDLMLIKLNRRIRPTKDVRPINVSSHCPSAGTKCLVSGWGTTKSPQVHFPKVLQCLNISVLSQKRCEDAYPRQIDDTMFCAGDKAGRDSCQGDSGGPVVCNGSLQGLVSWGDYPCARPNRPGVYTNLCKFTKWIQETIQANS
Active calls of the source: *; x = not tested or not shown; [ ] = remark or other dose. Some of the compounds tested, so the mix of outcomes need not match the whole.

SMILES	Furin inh	FXIIa inh 1536	PERK inhibitor	KCC2 mod	FXIa inh	Calpain2 inh	Thrombin inh	Rad51 HR inh	hK5 inh
Cc1cc(C2(c3ccc(O)c(C)c3)OC(=O)c3ccccc32)ccc1O	-19	8	0.0	1.6	-4	-5	-2	x	-9
COc1ccccc1Cn1c(=O)c2ccccc2n2c(Sc3ncnc4sccc34)nnc12	-10	3	-0.5	0.51	4	12	4	-3	4
O=C(O)c1cccnc1Sc1ccccc1Cl	-15	0	3.2*	-1.5	0	-1	-6	x	-2
CCOc1cc(CN2CCN(c3cccc(C(F)(F)F)c3)CC2)ccc1OC	-17[20 µM]	0	-0.3	-0.4	-6	-22	-3	4	-26
C/C(=N\NC(N)=O)c1ccc(Cl)s1	-23	5	1.6	-0.86	12	-3	0	1	3
O=C(O)CCN1C(=O)c2ccc(NC(=O)CSCc3ccccc3)cc2C1=O	1	7	-1.6	-0.26	3	30	2	-10	-15
Cc1nn(-c2ccccc2)c(Cl)c1/C=N/NC(=O)CCNc1n[nH]c(=O)[nH]c1=O	-10	7	2.7	0.23	1	-11	-6	x	1
Clc1ccccc1Sc1ccc(-c2ccccn2)s1	-8	2	-0.4	x	-3	-4	-7	14	-5
CC(C)(C)c1cnnn1-c1ccc(C=O)cc1	-27[20 µM]	29	1.1	0.013	19	0	5	-4	7
COc1ccc(S(=O)(=O)Nc2ccccc2C(=O)OC2CCCN(C)C2)cc1OC (stereo unspecified)	-22	13	0.4	-0.0081	20	-6	6	-2	6

Profiles, quoted from the list. Order of values: Furin inh, FXIIa inh 1536, PERK inhibitor, KCC2 mod, FXIa inh, Calpain2 inh, Thrombin inh, Rad51 HR inh, hK5 inh
CC(C)(C)c1cnnn1-c1ccc(C=O)cc1 reads -27[20 µM], 29, 1.1, 0.013, 19, 0, 5, -4, 7
Cc1nn(-c2ccccc2)c(Cl)c1/C=N/NC(=O)CCNc1n[nH]c(=O)[nH]c1=O reads -10, 7, 2.7, 0.23, 1, -11, -6, x, 1

Structures above that bear a hit mark in PERK inhibitor.
SMILES	Furin inh	FXIIa inh 1536	PERK inhibitor	KCC2 mod	FXIa inh	Calpain2 inh	Thrombin inh	Rad51 HR inh	hK5 inh
O=C(O)c1cccnc1Sc1ccccc1Cl	-15	0	3.2*	-1.5	0	-1	-6	x	-2

The listing continues.
SMILES	Furin inh	FXIIa inh 1536	PERK inhibitor	KCC2 mod	FXIa inh	Calpain2 inh	Thrombin inh	Rad51 HR inh	hK5 inh
COc1cc(OC)cc(C(=O)/C=C2\Sc3ccccc3N2C)c1	-16	14	0.2	-2.5	4	24	4	x	x
COc1ccc(Cl)cc1S(=O)(=O)N1CCCC1=O	-22	8	1.6	-0.25	-3	-4	-2	2	-1
COC(=O)CN1C(=S)N(Cc2ccccc2)C(=O)C1CC(=O)Nc1ccc(Br)cc1 (stereo unspecified)	-15	-2	0.0	-0.57	-6	20	3	0	-14
CCOC(=O)C1CCCN(C(=O)c2cc(Cl)ccc2Cl)C1 (stereo unspecified)	-22	6	0.0	0.56	-1	-27	0	2	-6
CC(=O)CSc1nnc(-c2ccc(S(=O)(=O)N3CCC(C)CC3)cc2)o1	-24[20 µM]	x	-0.1	0.84	x	x	x	-6	x
CCCC(=O)N(c1ccccc1)C1C=CS(=O)(=O)C1 (stereo unspecified)	-14	0	-0.4	0.11	-6	31	-1	-12	1
Cc1ccc(C)c(S(=O)(=O)NCc2ccc(C(=O)N3CC(C)OC(C)C3)cc2)c1 (stereo unspecified)	-7[20 µM]	12	-1.0	-0.72	5	-11	-1	7	-9
O=S(=O)(NCCc1ccccc1)c1cccc(S(=O)(=O)N2CCOCC2)c1	-23	5	0.3	x	0	16	-7	-4	1
CC1CCN(C(=O)c2cc(-c3ccc(Cl)c(Cl)c3)on2)CC1	-18[20 µM]	17	0.0	-1.4	3	0	4	-8	9
Cc1cc(C)n2nc(SCC(=O)c3cc(C)n(-c4cc(C)on4)c3C)nc2n1	-26	2	-0.4	x	-10	1	-4	-2	-12

Some of these compounds in order of SMILES length, rising.
SMILES	Furin inh	FXIIa inh 1536	PERK inhibitor	KCC2 mod	FXIa inh	Calpain2 inh	Thrombin inh	Rad51 HR inh	hK5 inh
CCOC(=O)C1CCCN(C(=O)c2cc(Cl)ccc2Cl)C1 (stereo unspecified)	-22	6	0.0	0.56	-1	-27	0	2	-6
COc1cc(OC)cc(C(=O)/C=C2\Sc3ccccc3N2C)c1	-16	14	0.2	-2.5	4	24	4	x	x
CC1CCN(C(=O)c2cc(-c3ccc(Cl)c(Cl)c3)on2)CC1	-18[20 µM]	17	0.0	-1.4	3	0	4	-8	9
O=S(=O)(NCCc1ccccc1)c1cccc(S(=O)(=O)N2CCOCC2)c1	-23	5	0.3	x	0	16	-7	-4	1
CC(=O)CSc1nnc(-c2ccc(S(=O)(=O)N3CCC(C)CC3)cc2)o1	-24[20 µM]	x	-0.1	0.84	x	x	x	-6	x
COC(=O)CN1C(=S)N(Cc2ccccc2)C(=O)C1CC(=O)Nc1ccc(Br)cc1 (stereo unspecified)	-15	-2	0.0	-0.57	-6	20	3	0	-14

Next records.
SMILES	Furin inh	FXIIa inh 1536	PERK inhibitor	KCC2 mod	FXIa inh	Calpain2 inh	Thrombin inh	Rad51 HR inh	hK5 inh
Cc1nc(-c2ccc(C(=O)Nc3ccccc3F)cc2)cs1	-15	3	2.5	-0.7	-1	4	3	2	-5
Cc1ccc2[nH]c(=O)c(CN(CC3CCCO3)C(=S)Nc3ccccc3)cc2c1 (stereo unspecified)	-23	11	0.3	0.61	7	-38	8	x	-7
Cc1snc(S(=O)(=O)/C(C#N)=N\Nc2ccccc2)c1C#N	-11[20 µM]	-3	0.5	0.34	-10	15	25	-5	-12
N#Cc1ccc(-c2ccc(OCC(O)CN3CCOCC3)cc2)cc1 (stereo unspecified)	-20	12	-0.5	0.014	1	-53	1	4	-4
CC1(C(=O)NC2CCCCCCC2)CCC(=O)N1Cc1cccnc1 (stereo unspecified)	-7	7	0.1	x	-3	6	-2	0	2
Cc1cc(NC(=O)COc2c(C)cccc2C)no1	-12	32	-0.4	0.26	15	10	5	x	27
COCCNC(=O)CCc1ccc(S(=O)(=O)Nc2ccc(C)cc2)cc1	-18[20 µM]	14	0.3	x	-16	9	0	7	9
Cc1nc(NCCOc2ccccc2)sc1C(=O)Nc1ccccc1	-24	6	0.3	0.21	0	11	-4	x	-1
O=C(NCCn1cccc1)c1cccc2ccccc12	-14[20 µM]	5	0.2	-1.3	3	-3	-1	-3	3
Cc1ccc(C(=O)c2c[nH]c(C(=O)NCCCN3CCOCC3)c2)cc1	-17[20 µM]	17	-0.4	-0.16	2	-28	0	-5	3
O=C(O)c1ccc(-c2ccc(Cl)cc2Cl)o1	-9[20 µM]	8	0.1	-1.8	-7	2	-4	-35	2
Cc1ccccc1OCC(=O)OCC(=O)Nc1cc(C(F)(F)F)ccc1N1CCOCC1	-5	5	0.1	-0.78	3	21	-4	10	-5
COc1ccccc1NC(=S)N1CCc2cc(OC)c(OC)cc2C1	-27	4	-0.1	-0.038	3	-4	-6	-6	-6
COC(=O)N/N=C(\C)c1ccc(OC(F)F)cc1	1	15	0.9	-0.14	7	24	-3	-4	7
COC(=O)C(Cc1ccc(OC(=O)c2ccc(C(F)(F)F)cc2)cc1)N1Cc2ccccc2C1=O (stereo unspecified)	-14[20 µM]	15	0.8	0.65	6	71*	3	-2	-5
c1ccc(-n2c(-c3ccco3)nnc2-c2ccco2)cc1	-24[20 µM]	24	-0.6	x	14	-7	-1	-2	-4
O=C(O)c1ccccc1C(=O)NCc1cccnc1	-5	15	1.1	0.98	1	9	2	1	7
O=c1c([N+](=O)[O-])c(N2CCOCC2)c2ccccc2n1Cc1ccccc1	-14	2	1.6	-0.96	-2	-2	-13	7	-3
CN1/C(=C\C=N\O)C(C)(C)c2ccccc21	-17	x	-0.3	-0.16	-2	-6	-4	-3	-1
c1ccc(CCn2nnnc2C(c2cccs2)N2CCN(Cc3ccc4c(c3)OCO4)CC2)cc1 (stereo unspecified)	-10	20	-0.8	-0.28	7	17	-1	2	-1
COc1cccc(CNC(=S)Nc2cc(C)ccc2C)c1	-19	4	1.0	-0.17	-1	8	-6	3	-1
Cn1c(-c2sccc2OCc2ccc(Cl)cc2Cl)n[nH]c1=S	-14	4	-0.6	5.2*	-2	18	-3	3	-1
CN(C)c1ccnc(Oc2ccc(Cl)cc2)c1C#N	-8[20 µM]	11	-0.7	-0.42	0	-17	0	8	-18
COc1cc2c(=O)n(Cc3ccccc3)c(=O)n(CC(=O)NCCc3ccccc3)c2cc1OC	-34[20 µM]	7	-0.7	x	-7	-26	-3	-7	2
Cc1cccc(NCc2nc(SCC(N)=O)n[nH]2)c1	-18	5	0.7	1.1	-6	13	-8	-3	2
COc1ccccc1CN1CCN(Cc2nc(-c3ccccc3)no2)CC1	-11	9	-0.6	-0.026	8	30	-2	-46	6
CCc1cc(C(=O)NNC(=O)CCl)sc1C	-23	10	1.1	-0.67	1	12	-2	-6	-2
CC1CCN(c2c(NCC3CCC(C(=O)N4CCc5ccccc5C4)CC3)c(=O)c2=O)CC1 (stereo unspecified)	-12	5	0.4	-3	-4	-27	-8	2	-9
CC(NC(=O)c1cc2sccc2n1C)c1ccc2c(c1)OCCO2 (stereo unspecified)	-10	11	0.1	-0.87	-3	-10	-3	x	3
COc1ccc(C(=O)NC(C)c2nnc(SCC(=O)Nc3nc4ccccc4s3)n2C)cc1 (stereo unspecified)	-6[20 µM]	18	-1.4	-4.6*	1	33	2	-2	-11
CN(C)C(=O)c1ccc(-n2nc(C(F)(F)F)c3c2CCCC3)cc1	-7	21	-1.2	-0.59	7	-2	4	9	-5
COC(=O)CSc1nnc(CNC(=O)Cc2ccccc2)n1C	-28	9	0.7	x	-1	1	-2	7	-2
CCCn1c(=O)c2c(C(F)(F)F)cc(-c3cccs3)nc2n(CCC)c1=O	-34	-4	0.5	0.042	-3	-123	-22	-1	-36
CN(C)C(=O)c1cc(-c2ccccc2)no1	-14	0	0.1	-1.3	-6	-2	-3	13	-10
Cc1cc(C)n(C(=O)c2ccc([N+](=O)[O-])cc2[N+](=O)[O-])n1	-1	31	1.7	1.4	24	20	4	2	-12
CCOC(=O)N1CCN(C(=O)CN(c2cccc(C)c2)S(=O)(=O)c2ccc(C)cc2)CC1	-15	13	-0.7	0.0089	3	-19	-1	5	-4
